IMPase cell inh: cell-permeable inhibitors of inositol monophosphatase (IMPase); P97697; CHO-M1 cells, IP1 accumulation, HTRF TR-FRET ratio; inhibition (IP1 accumulation), % at 46.1 µM; 120,000 tested, under 10 active; AID 901; active = well fitted curve in the direction sought with a large enough effect in the signal ratio, not every such curve was filed as active; inconclusive = small, poorly fitted or top-dose-only effect, or a change in a side signal; inactive = no such curve, though single readings can be large or run the other way; the % refers to the signal ratio;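 also: cells stimulated with carbachol in lithium chloride buffer; plate controls were DMSO basal wells for no effect and reference inhibitor wells for full effect; higher means more IMPase inhibition seen as more IP1 and lower FRET ratio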
Target sequence (P97697 whole entry, looked up): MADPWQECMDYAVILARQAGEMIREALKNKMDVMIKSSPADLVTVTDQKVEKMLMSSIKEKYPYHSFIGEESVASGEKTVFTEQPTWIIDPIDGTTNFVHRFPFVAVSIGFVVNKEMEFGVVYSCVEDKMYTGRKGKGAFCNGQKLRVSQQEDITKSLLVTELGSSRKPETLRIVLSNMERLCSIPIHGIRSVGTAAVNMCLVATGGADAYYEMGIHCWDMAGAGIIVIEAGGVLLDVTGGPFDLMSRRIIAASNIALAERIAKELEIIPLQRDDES
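CHO-M1, 2000 cells/well, cultured 16–30 h; cpd up to 46 uM; carbachol (50 uM solution, stimulation buffer w/ 50 mM LiCl, pH 7.4), 30 min 37C; IP-One TR-FRET, 10 min RT; Ex 320/Em 665, 620; Hill-fit AC50.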
ALOX15B inhib: blocks human 15-lipoxygenase 2 activity; O15296; purified 15hLO-2, xylenol orange hydroperoxide absorbance; Potency, µM (doses to about 57.1 µM), for inactives: top-dose activity change, negative = inhibition, most hits filed as inhibitors; 110,000 compounds, 0.56% hits; AID 881; also: potency is read from the fitted curve at half-maximal effect; nearly all actives have a fitted effect of over 60% in size; many of its hits are not listed in these tables
Target sequence (O15296 whole entry, looked up): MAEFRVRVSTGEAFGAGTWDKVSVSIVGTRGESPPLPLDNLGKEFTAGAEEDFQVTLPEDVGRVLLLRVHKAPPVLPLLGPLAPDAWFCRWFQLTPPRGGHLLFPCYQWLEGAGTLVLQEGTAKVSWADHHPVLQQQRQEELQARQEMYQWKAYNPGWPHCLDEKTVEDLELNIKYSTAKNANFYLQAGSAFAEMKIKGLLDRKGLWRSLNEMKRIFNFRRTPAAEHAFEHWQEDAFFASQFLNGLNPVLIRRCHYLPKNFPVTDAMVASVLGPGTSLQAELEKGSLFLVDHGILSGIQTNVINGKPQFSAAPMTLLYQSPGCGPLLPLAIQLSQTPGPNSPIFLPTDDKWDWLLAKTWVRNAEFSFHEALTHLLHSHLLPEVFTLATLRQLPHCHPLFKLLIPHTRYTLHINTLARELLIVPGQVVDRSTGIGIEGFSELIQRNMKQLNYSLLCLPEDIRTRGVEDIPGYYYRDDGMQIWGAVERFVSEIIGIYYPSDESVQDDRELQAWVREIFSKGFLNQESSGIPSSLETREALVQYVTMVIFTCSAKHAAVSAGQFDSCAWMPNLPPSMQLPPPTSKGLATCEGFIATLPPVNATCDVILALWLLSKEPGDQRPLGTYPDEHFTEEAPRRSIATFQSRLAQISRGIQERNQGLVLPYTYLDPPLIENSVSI
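Screening format was qHTS against 50 nM purified 15hLO-2 in Hepes pH 7.5 with detergent. Activity follows hydroperoxide formation from 45 uM arachidonic acid, measured as 573:405 nm absorbance ratio of the ferric-xylenol orange complex.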
PNC assembly inh: blocks assembly of the perinucleolar compartment; PC3M PTB-GFP, PNC prevalence imaging, 16 h; hits give low values; activity change (PNC), negative = inhibition, % at 10 µM; 140,000 compounds, 3.1% hits; AID 2417;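 active = readout at or below -70, meaning at least 70% loss of cells showing the perinucleolar compartment, a nuclear body marking cancer cells; inconclusive = readout between -30 and a set limit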;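 also: plate controls were DMSO wells for no effect and camptothecin positive control wells for full effect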
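Read-out is percentage of cells bearing a perinucleolar compartment, from automated 20x imaging of fixed, Hoechst-stained PC3M PTB-GFP cells. Cells were seeded 4 h, then exposed 16 h to compound (23 nl of library stock) in duplicate plates.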
12-hLO inh: 12-hLO (ALOX12) enzyme inhibition | AID 1452 | 150,000 compounds, 0.12% hits | Potency, µM (top dose mostly 57.1 µM), without a hit: top-dose activity change, negative = inhibition, actives largely listed as inhibitors | purified 12-hLO, xylenol orange hydroperoxide absorbance | P18054; also: potency is read from the fitted curve at half-maximal effect; nearly all actives have a fitted effect of over 55% in size; many of its hits are not listed in these tables
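Lipoxygenase turnover measured by absorbance at 573 and 405 nm after Fe-XO development. Human 12hLO 150 nM, arachidonate 40 uM, pH 7.0 Hepes buffer with detergent; 15 min compound preincubation, 30 min reaction.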
Starred values were filed as active, the others as inactive; ? = inconclusive; . = not tested or not shown; [ ] = another dose, or the depositor's remark. Unless noted, calls follow the shape of the dose curve; as a rule, active = well fitted curve in the direction sought with a large enough effect; inconclusive = small, poorly fitted or top-dose-only effect, or another doubt; inactive = no such curve, though single readings can be large; an effect the other way counts as inactive or inconclusive. Unless noted, % is scaled to controls: 0 for no effect and ±100 for the full control effect. Random draw from the library. About 3.1% of those tested had a hit in this group.

cpd	molecule	IMPase cell inh	ALOX15B inhib	PNC assembly inh	12-hLO inh
1	NC(=O)c1cnn2c(C(F)(F)F)cc(-c3ccccc3)nc12	?	3%	-25	0%
2	Cc1cc2ncn(-c3ncnc4sc5c(c34)CCC(C)C5)c2cc1C (stereo not drawn)	9	30%	17	-13%
3	CC(=O)c1cn(CC(=O)NCc2ccco2)c2ccccc12	-18	2%	-4	9%
4	Cc1ccnc(Sc2ncccc2[N+](=O)[O-])n1	5	-1%	-28	1%
5	O=C(O)c1ccc(-n2nnnc2SCc2ccccc2)cc1	-8	-28%	?	4%
6	CC1=C(/C=C/C(C)=C/C=C/C(C)=C/CO)C(C)(C)CCC1	1	3%	.	-8%
7	OC[C@@H]1CCC[C@H](n2cnc3c(=S)nc[nH]c32)O1	.	1%[11.4 µM]	.	1%[11.4 µM]
8	CC1CC(=O)Nc2ccc([N+](=O)[O-])cc2N1C (stereo not drawn)	23	.	-13	-4%
9	COc1ccc(C2C(C(=O)N3CC(C)CC(C)C3)c3ccccc3C(=O)N2C)cc1 (stereo not drawn)	10	-21%	103	2%
10	CSc1nsc(SC)c1NC(=O)N1CCCC1	8	-4%	-14	-1%
11	CCOC(=O)N1CCC(N2Cc3cccc(C(=O)O)c3C2=O)CC1	6	-1%	19	0%
12	Cc1cc(Cl)c(S(=O)(=O)N2CCCCCC2)cc1OCC(N)=O	5	-4%	?	-3%
13	Cc1cc(C)cc(NC(=O)CSc2nnc(-c3ccc(S(=O)(=O)N4CCCC4)cc3)o2)c1	5	-1%	?	7%
14	NCc1ccc(-c2nc3ccccc3o2)cc1	-12	8%	-19	-2%
15	c1ccc2c(c1)ncn2CCOCCOCCn1cnc2ccccc21	14	.	27	8%

Reprinted at random: two records from the list, in no set order.
cpd	molecule	IMPase cell inh	ALOX15B inhib	PNC assembly inh	12-hLO inh
8	CC1CC(=O)Nc2ccc([N+](=O)[O-])cc2N1C (stereo not drawn)	23	.	-13	-4%
12	Cc1cc(Cl)c(S(=O)(=O)N2CCCCCC2)cc1OCC(N)=O	5	-4%	?	-3%

Back to the main list; the 6 compounds before the break are reprinted first.
cpd	molecule	IMPase cell inh	ALOX15B inhib	PNC assembly inh	12-hLO inh
10	CSc1nsc(SC)c1NC(=O)N1CCCC1	8	-4%	-14	-1%
11	CCOC(=O)N1CCC(N2Cc3cccc(C(=O)O)c3C2=O)CC1	6	-1%	19	0%
12	Cc1cc(Cl)c(S(=O)(=O)N2CCCCCC2)cc1OCC(N)=O	5	-4%	?	-3%
13	Cc1cc(C)cc(NC(=O)CSc2nnc(-c3ccc(S(=O)(=O)N4CCCC4)cc3)o2)c1	5	-1%	?	7%
14	NCc1ccc(-c2nc3ccccc3o2)cc1	-12	8%	-19	-2%
15	c1ccc2c(c1)ncn2CCOCCOCCn1cnc2ccccc21	14	.	27	8%
16	C/C=C1/C(=O)C[C@H]2[C@@H]3CCC4=CC(=O)CC[C@]4(C)[C@H]3CC[C@]12C	.	-3%	.	-4%
17	CCCCCC(=O)N(O)C1CC(=O)N(c2ccccc2)C1=O (stereo not drawn)	-11	-29%	36	-22%
18	CCc1nnc(NC(=O)CSc2ncnc3c2cnn3-c2ccc(OC)cc2)s1	-1	?	54	-23%
19	C=C(C)n1c(=O)[nH]c2ccccc21	-5	0%	?	-6%
20	COc1cc(NC(=O)CCN2CCN(c3ccccc3F)CC2)cc(OC)c1	-15	11%	-7	-4%
21	O=C(/C=C/c1ccc(Cl)cc1)NCCc1ccccc1	.	.	58	2%
22	CSc1nc2ccc(NC(=O)C3CCCO3)cc2s1 (stereo not drawn)	-6	-2%	10	7%
23	CNCCC=C1c2ccccc2C=Cc2ccccc21	15[20.6 µM]	22%[25.6 µM]	.	5%[25.6 µM]
24	COc1ccc(C(=O)N2CCC[C@@]3(CCN(C(=O)Nc4ccccc4)C3)C2)cc1	.	3%	.	0%
25	CC(=O)Oc1ccc2c(C)cc(=O)oc2c1C(=O)c1ccccc1	.	.	-15	1%
26	Cc1ccc(CNn2cnnc2SCC(=O)NC(C)(C)C)cc1	2	-1%	5	1%
27	CC(C)N1C(=O)CCC1C(=O)NCCc1ccccc1 (stereo not drawn)	3	-9%	-22	-4%
28	O=S(=O)(Nc1ccc(O)c(Sc2nc3ccccc3s2)c1)c1ccc(F)cc1	.	.	-11	-6%
29	Cn1c(=O)n(C)c2cc(C(N)=O)ccc21	2	4%	?	0%
30	C=CCn1c(-c2cccnc2)n[nH]c1=S	-2	.	6	-1%

The list goes on.
cpd	molecule	IMPase cell inh	ALOX15B inhib	PNC assembly inh	12-hLO inh
31	CC(=O)Nc1cc(ON=C(C)C)cc([N+](=O)[O-])c1	.	.	38	-3%
32	CC1CCC2(CC1)NC(=S)N(c1ccccc1)N2 (stereo not drawn)	8	?	21	?
33	CN(Cc1ccccc1)C(=O)Nc1ccccc1	?	-1%	?	-1%
34	CC1Cc2ccccc2N1C(=O)CCS(=O)(=O)c1cccc2nonc12 (stereo not drawn)	-9	2%	18	-2%
35	Cc1ccccc1OC(C)C(=O)NC1CCCC1 (stereo not drawn)	-5	2%[2.29 µM]	-12	2%
36	Cc1ccc(S(=O)(=O)N2CCCC(C(=O)Nc3ccc(NC(=O)c4ccccn4)cc3)C2)cc1 (stereo not drawn)	-15	.	17	0%
37	COc1ccccc1CN(Cc1nc2ccccc2c(=O)[nH]1)C(=O)Nc1ccccc1	6	-1%	32	-1%
38	CCOc1ccc(NC2CCN(C(C)=O)CC2)cc1	2	-8%	40	-1%
39	CCCCC(CC)Cn1c2nc3ccccc3nc2c2c(=N)oc(C)nc21 (stereo not drawn)	12	-20%	17	-1%
40	Cc1nc(S(=O)(=O)c2ccc(Cl)cc2)nc2c1CCC2	1	1%	27	4%
41	Clc1ccccc1C(c1ccccc1)(c1ccccc1)n1ccnc1	5[20.6 µM]	34%[activator]	.	-7%
42	COc1ccc(CCN=C(N)NS(=O)(=O)c2ccccc2)cc1	.	.	7	22%
43	O=C(O)CCc1ccc(-c2ccc(Br)cc2)o1	?	-13%	?	-20%
44	O=C(CCN1C(=O)COc2ccccc21)NCCCN1CCc2ccccc2C1	16	8%	-17	5%
45	CCOC(=O)NC(=O)C(=CNc1cccc(C)c1)C(=O)NC(=O)OCC	.	.	50	2%

The list goes on.
cpd	molecule	IMPase cell inh	ALOX15B inhib	PNC assembly inh	12-hLO inh
46	CCOC(=O)c1c(N)sc(C(C)=O)c1C	-10	-11%	?	-5%
47	CCOC(=O)c1c(C(F)(F)F)nc2ncccn12	2	6%	-2	6%
48	COC(=O)Cc1n[nH]c(=S)[nH]c1=O	3	-2%	?	-11%
49	Cc1cccc(NC(=O)/C(=C\c2cccs2)NC(=O)c2ccccc2)c1	-1	0%	-24	24%
50	COc1ccccc1C(=O)OCC(=O)c1cccc([N+](=O)[O-])c1	.	.	29	1%
51	COc1ccccc1C(=O)N1CCN(S(=O)(=O)Cc2ccccc2)CC1	-3	1%	23	1%
52	COc1ccc(N2CCN(S(=O)(=O)c3ccc(Br)s3)CC2)cc1	2	2%	?	2%
53	CN1C(=O)CSc2ccc(NC(=O)NCCC3=CCCCC3)cc21	7	-16%	-17	-1%
54	O=P(O)(CP(=O)(c1ccccc1)c1ccccc1)c1ccccc1O	5	-4%	-4	1%
55	CCN(CC)CCCN1C(=O)C(=O)/C(=C(/O)c2ccccc2)C1c1cc(OC)ccc1OC (stereo not drawn)	-3	-7%	-2	4%
56	O=S(=O)(O)n1ccnc1 (tested in a mixture with another compound)	.	4%[11.4 µM]	.	2%[11.4 µM]
57	Cc1cccc(NC(=O)C2(c3cccs3)CCOCC2)n1	4	.	20	-1%
58	Cc1ccc(-n2nc(C)c3c(C)cc(=O)[nH]c32)cc1	-1	-4%	7	-1%
59	Cc1ccc(N2C(=O)C(CN(C)C)C2c2ccccc2)cc1 (stereo not drawn)	7	25%	84	5%
60	COc1ccccc1CNCCCCCCNCCCCCCCCNCCCCCCNCc1ccccc1OC	19	44%[activator]	.	7%

(further entries)
cpd	molecule	IMPase cell inh	ALOX15B inhib	PNC assembly inh	12-hLO inh
61	CCc1nnc(NC(=O)CSc2ncc(-c3ccccc3)n2CC)s1	7	5%	13	-1%
62	COc1ccc(C(=O)/C=C2/c3ccccc3CC(C)(C)N2C)cc1	3	-4%	32	1%
63	COc1cc(C)ccc1OCCCOc1c(Cl)cccc1Cl	.	.	10	-2%
64	CCOC(=O)c1c(C)n(OC)c2ccc3c(no[n+]3[O-])c12	5	-6%	-21	-6%
65	COC(=O)N/N=C/c1c(C)c(C(=O)c2ccc(F)cc2)n2ccccc12	-2	.	-15	-1%
66	O=C(Cn1c2c(c(-c3ccccc3)cc1=O)CCCC2)N1CCCCCC1	.	.	48	0%
67	Clc1ccc(C2=Nn3c(nnc3-c3n[nH]c4c3CCC4)SC2)cc1	7	19%	-7	-6%
68	O=C(Nc1ccc(O)cc1C(=O)O)c1cccc(Br)c1	3	-7%	-6	2%
69	COCCn1c(SCC(=O)N2CCCC2)nnc1-c1ccoc1C	-20	8%	19	-2%
70	CCC(=O)N1CCN(c2ccc(NC(=O)c3ccc(N4CCCC4)c([N+](=O)[O-])c3)cc2)CC1	.	.	20	-2%
71	CCOC(=O)N1CCN(S(=O)(=O)c2cccc3nsnc23)CC1	-13	-3%	?	1%
72	COCCn1c(=NC(=O)C2COc3ccccc3O2)sc2cc(S(N)(=O)=O)ccc21 (stereo not drawn)	.	.	40	-1%
73	Cn1c(C(O)c2ccc3c(c2)OCO3)nc2ccccc21 (stereo not drawn)	-3	12%	8	-6%
74	CCCCCCOC(=O)/C=C/c1c(C)[nH]c(=O)[nH]c1=O	-5[1.84 µM]	3%[11.4 µM]	28	0%
75	COc1ccc(/C=N\NC(=O)c2ccc(=O)[nH]n2)cc1O	11	.	?	-2%

Next section:
cpd	molecule	IMPase cell inh	ALOX15B inhib	PNC assembly inh	12-hLO inh
76	Cc1ccc(-c2cc3nc(-c4ccc(Br)cc4)cc(N)n3n2)cc1	-7	.	-26	-3%
77	COC(=O)c1c(C(=O)OC)c2oc3ccccc3n2c1Cl	-4	-5%	-20	-5%
78	COC(=O)CCCC[C@@H]1SC[C@@H](NC(=O)OC)[C@@H]1NC(=O)OC	3	.	1	-2%
79	Clc1ccc(-c2nnc(N3CCCC3)nn2)cc1	3	1%	-16	1%
80	CCc1ccc(C2(C)SC(NC(C)=O)=NN2C(C)=O)cc1 (stereo not drawn)	4	-25%	33	-3%
81	Clc1ccc(-c2nnc(SCc3nc4ccccc4[nH]3)o2)c(Cl)c1	6	.	-7	-1%
82	COc1cc(C)ccc1N(CCCN1C(=O)c2cccc3cccc(c23)C1=O)C(=O)c1cccs1	-2	.	?	-5%
83	Cc1cc2c3c(c1)C1(C(=O)N3C(C)(C)CC2C)C(C#N)=C(N)OC2=C1C(=O)CC(C)(C)C2 (stereo not drawn)	3	.	53	2%
84	COc1ccc(-c2nnc(-c3ccc(Br)o3)o2)cc1OC	-17	-6%	7	-11%
85	Cc1[nH]n2c(=O)c3c(nc2c1-c1ccccc1)CCCC3	4	7%	6	-1%
86	COCCOC(=O)C1=C(C)NC(=O)NC1c1cn(-c2ccccc2)nc1-c1cccs1 (stereo not drawn)	-4	0%	-27	-7%

Screening data: PubChem, National Center for Advancing Translational Sciences (NCATS)
